Compound activity from PubChem.
Bcl-2 Bim block: inhibitors of Bim-Bcl-2 binding, primary screen, biochemical, multiplexed, human Bcl-2 family; Apoptosis regulator Bcl-2 (Homo sapiens), P10415; Bead-based flow cytometry, Bim peptide-Bcl-2 binding; inhibition, % at 10 µM; actives 0.06% (n = 190,000); AID 950, 2007; in the data active = inhibition above about 40%; inconclusive = no clear call, values can overlap the other calls;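 note: 0% = no compound wells with probe peptide and 100% = reference peptide inhibitor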
RGS7-Gao reg: RGS7-Galphao binding modulators, primary screen, biochemical, multiplexed bead flow cytometry; Guanine nucleotide-binding protein G(o) subunit alpha (Homo sapiens), P09471; actives lie on both sides; binding response (% of control), % at 10 µM; actives 0.35% (n = 220,000); AID 1439, 2008; in the data active = binding response below about 49% or above about 150%; inconclusive = no clear call, values can overlap the other calls; inactive = in between;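 note: fluorescent Galphao held in activated GDP-AlF4 state binding bead-coupled RGS7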
Mcl1 Noxa PPI: Mcl-1/Noxa binding inhibitors, primary screen, biochemical, TR-FRET, 1536-well | TR-FRET Mcl-1/Noxa peptide binding, 2 h | inhibition, % at 21.7 µM | actives 1.5% (n = 220,000) | AID 1022, 2008;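 active = compounds that cut the protein-peptide binding signal by more than 50% relative to plate controls in a single-dose test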;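 note: His-tagged Mcl-1 with rhodamine Noxa BH3 peptide and terbium anti-His antibody; 0% = Mcl-1 plus Noxa peptide wells and 100% = peptide-only wells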
Target sequence (Q07820 whole entry, looked up): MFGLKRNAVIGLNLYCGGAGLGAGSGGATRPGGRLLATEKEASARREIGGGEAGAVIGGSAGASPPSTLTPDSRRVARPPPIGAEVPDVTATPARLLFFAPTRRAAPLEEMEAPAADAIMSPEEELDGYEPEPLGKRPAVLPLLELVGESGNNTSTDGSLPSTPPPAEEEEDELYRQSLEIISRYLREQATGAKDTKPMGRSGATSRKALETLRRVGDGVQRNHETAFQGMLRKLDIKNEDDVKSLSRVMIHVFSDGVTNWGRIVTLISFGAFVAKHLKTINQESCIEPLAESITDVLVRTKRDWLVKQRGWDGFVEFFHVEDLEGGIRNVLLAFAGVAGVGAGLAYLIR
Bim-Bcl-B: inhibitors of Bim-Bcl-B binding, primary screen, biochemical, multiplexed, human Bcl-2 family | Bcl-2-like protein 10 (Homo sapiens), Q9HD36 | bead-based flow cytometry, Bim peptide-Bcl-B binding | inhibition, % at 10 µM | actives 0.073% (n = 190,000) | AID 951, 2007;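 note: 0% = tracer peptide without compound and 100% = reference inhibitor peptide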
Target sequence (Q9HD36 whole entry, looked up): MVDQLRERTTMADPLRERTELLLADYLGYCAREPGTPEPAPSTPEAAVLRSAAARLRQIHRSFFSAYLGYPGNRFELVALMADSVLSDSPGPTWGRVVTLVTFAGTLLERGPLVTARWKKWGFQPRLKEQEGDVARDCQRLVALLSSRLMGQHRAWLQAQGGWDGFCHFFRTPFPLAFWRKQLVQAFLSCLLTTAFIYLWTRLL
Bim-Bcl-XL: inhibitors of Bim-Bcl-XL binding, primary screen, biochemical, multiplexed, bead flow cytometry, human Bcl-XL | inhibition, % at 10 µM | actives 0.04% (n = 190,000) | AID 1007, 2008 | Bim peptide-Bcl-XL binding, fluorescence | Bcl-2-like protein 1 (Homo sapiens), Q07817
Target sequence (Q07817 whole entry, looked up): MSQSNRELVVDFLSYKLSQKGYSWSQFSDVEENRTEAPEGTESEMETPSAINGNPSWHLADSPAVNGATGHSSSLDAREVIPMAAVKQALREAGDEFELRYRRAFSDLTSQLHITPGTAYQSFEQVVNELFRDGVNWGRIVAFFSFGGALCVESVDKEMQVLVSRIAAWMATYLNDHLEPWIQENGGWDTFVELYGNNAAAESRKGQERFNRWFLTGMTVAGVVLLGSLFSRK
Bim-Mcl-1: inhibitors of Bim peptide binding to Mcl-1, primary screen, biochemical, bead-based flow cytometry, multiplex | AID 1009, 2008 | Induced myeloid leukemia cell differentiation protein Mcl-1 (Homo sapiens), Q07820 | actives 0.1% (n = 190,000) | inhibition, % at 10 µM | Bim peptide-Mcl-1 binding;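 note: 0% = no compound tracer wells and 100% = peptide blocker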
Mcl1-Bid inh: Mcl-1/Bid binding inhibitors, primary screen, biochemical, TR-FRET, 1536-well. AID 1021, 2008. TR-FRET Mcl-1/Bid-Dy647 peptide binding. Induced myeloid leukemia cell differentiation protein Mcl-1 (Homo sapiens), Q07820. actives 0.97% (n = 220,000). inhibition, % at 21.7 µM;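 active = compounds that cut the binding signal by more than half at the single screening dose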;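 note: His-tagged Mcl-1 with europium anti-His antibody binding Bid BH3 peptide; 0% = Mcl-1 plus peptide wells and 100% = peptide-only wells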
RGS8-Gao: RGS8-Galphao binding modulators, primary screen, biochemical, multiplexed bead flow cytometry; Guanine nucleotide-binding protein G(o) subunit alpha (Homo sapiens), P09471; AID 1423, 2008; actives 0.34% (n = 220,000); actives lie on both sides; response (percent of control binding), % at 10 µM; in the data active = response below about 60% or above about 140%; inactive = in between;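 note: Galphao activated as the GDP aluminium fluoride complex binding bead-coupled RGS8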
RGS4-Gao reg: modulators of RGS4 binding to Galphao, primary screen, biochemical, multiplexed bead flow cytometry | Guanine nucleotide-binding protein G(o) subunit alpha (Homo sapiens), P09471 | actives lie on both sides | binding response (% of control), % at 10 µM | actives 0.33% (n = 220,000); in the data active = binding response below about 49% or above about 150%; inactive = in between;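 note: fluorescent Galphao activated with aluminum fluoride binding bead-coupled RGS4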
Bim-Bcl-W: inhibitors of Bim binding to Bcl-W, primary screen, biochemical, multiplexed, bead-based flow cytometry; Bcl-2-like protein 2 (Homo sapiens), Q92843; Bim peptide-Bcl-W binding; inhibition, % at 10 µM; actives 0.02% (n = 190,000); AID 952, 2007;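 note: 0% = bound tracer without compound and 100% = peptide blocker; higher means less fluorescent Bim peptide bound to Bcl-W beads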
Bim-Bfl-1: inhibitors of Bim binding to Bfl-1, primary screen, biochemical, multiplexed, bead-based flow cytometry; Bim-Bfl-1 binding inhibition; inhibition, % at 10 µM; actives 0.12% (n = 190,000);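 note: 0% = wells without compound plus tracer and 100% = blocker peptide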
Starred values were filed as active, the others as inactive; ? = inconclusive; · = not tested or not shown. Cut-off read from the data, not from the text of the source, unless noted: active = inhibition above about 40%.

SMILES	Bcl-2 Bim block	RGS7-Gao reg	Mcl1 Noxa PPI	Bim-Bcl-B	Bim-Bcl-XL	Bim-Mcl-1	Mcl1-Bid inh	RGS8-Gao	RGS4-Gao reg	Bim-Bcl-W	Bim-Bfl-1
Oc1[nH]c2ccccc2c1N=Nc1nc(Nc2ccccc2)nc(N2CCOCC2)n1	·	?	33	·	·	·	41	98	94	·	·
COc1ccc2nc(NC(=O)CSc3nc4cccnc4n3C)sc2c1	2	104	12	-2	-5	0	-2	101	105	-3	3
O=C(Cn1c(NCCCO)nc2ccccc21)c1ccc(Br)cc1	-2	102	19	-1	0	-3	-9	100	108	0	-1
CC(C)(C)NC(=O)Cc1ccc(S(=O)(=O)N2CCCC2)s1	-2	89	-7	-5	-1	-4	-33	92	90	-1	1
Cc1ccc(-n2nc3c(c2NC(=O)c2cccs2)CSC3)cc1	-2	99	-28	-3	0	-3	-46	104	103	-8	-3
CC(CN1CCCC1)OC(=O)COc1ccccc1 (centres undefined)	-7	96	-3	-6	-4	2	-5	99	96	2	-12
C(=N\n1cnnc1)/c1ccc(OCc2ccccc2)cc1	3	141	41	3	0	-2	-17	104	125	0	1
CCCNC(=O)CCn1nc(-c2ccc(Cl)cc2)c2ccccc2c1=O	·	?	16	·	·	·	4	103	104	·	·
CC1(C)Cc2nc3oc4c(SCC(N)=O)ncnc4c3cc2CO1	·	?	10	·	·	·	43	100	101	·	·
Cc1sc2c(c1C)CN(Cc1ccncc1)CN2C(=O)c1ccco1	0	98	22	0	0	2	-28	100	100	4	0
O=C(COc1ccccc1)N1CCN(C(=O)c2cccc(F)c2)CC1	-4	97	-3	-1	-2	0	-14	98	99	1	-6
COc1ccc(CC(=O)Nc2nnc(C(C)C)s2)cc1	0	100	-5	-2	0	2	-11	103	101	3	-4
CC(NC(=O)/C(=C/c1cccc([N+](=O)[O-])c1)NC(=O)c1ccco1)C(=O)O (centres undefined)	-2	103	6	0	0	-3	-6	104	102	-3	3
Cc1ccc(S(=O)(=O)Cn2nnnc2CN2CCOCC2)cc1	-2	102	22	-1	0	-2	5	104	102	-2	0
CCOC(=O)c1cnn(-c2cc(Oc3ccccc3)ncn2)c1N	0	81	-1	0	0	-2	-22	89	84	-1	-2
O=C(CSc1nnnn1C1CCCC1)Nc1cccc(NC(=O)c2ccco2)c1	-14	115	-16	-6	-2	-4	-9	102	104	-4	-18
Cc1cccc(NC(=O)C2C(C(=O)O)C3C=CC2C32CC2)c1C (centres undefined)	-11	100	13	-12	-11	-4	97*	101	103	-1	-14
CCOC(=O)C1=C(C)OC(N)=C(C#N)C1c1cccc(C)c1 (centres undefined)	-6	101	-5	-1	0	0	-44	100	104	-1	-6
COC(c1ccccc1)c1nnc(CCC(=O)NC2C3CC4CC(C3)CC2C4)o1 (centres undefined)	-5	94	-3	-4	-4	-1	-22	103	99	-2	-7
O=C(Nc1ccccc1)OCc1cncs1	0	88	-9	0	1	0	-22	92	90	0	0
O=C(NCCSc1c[nH]c2ccccc12)c1ccc2c(c1)OCO2	-5	98	5	-13	0	-2	-45	102	100	-2	-4
O=C(NCCC1=CCCCC1)C(=O)NCC(c1ccco1)N1CCN(c2ccc(F)cc2)CC1 (centres undefined)	3	98	0	-2	-1	1	-23	96	98	0	2
N/C(=N\OC(=O)CCC1CCCC1)c1ccncc1	11	98	16	31	12	95*	10	102	99	7	3
CCCSc1nc(NCc2ccco2)c2c3c(sc2n1)COC(C)(CC)C3 (centres undefined)	-12	103	13	-12	0	-4	-11	105	104	-2	-12
Cc1cc(=O)oc(C)c1C(=O)Nc1ccc2ncccc2c1	-10	102	-24	-9	-6	-1	-15	104	100	-3	-21
O=C(OCCO)c1cc(Cl)c(C(=O)OCCO)cc1Cl	-4	97	8	-4	0	1	-14	97	98	3	-8
O=c1c2cc(Br)ccc2[nH]c(=S)n1Cc1ccccn1	-4	100	24	-12	-11	-11	-76	109	103	-7	-1
CC(=O)Oc1cccc(N2C(=O)c3ccc(C(=O)Nc4c[nH]c(=O)[nH]c4=O)cc3C2=O)c1	-2	91	-7	-3	-3	-5	-18	95	96	0	-3
O=C(CSc1nn(-c2ccc(F)cc2)c(=S)s1)N1CCN(C(=O)c2ccco2)CC1	-10	97	3	-7	-3	-3	-10	97	99	-4	-13
CC1(C)CC(=O)c2sc(NS(=O)(=O)c3ccccc3)nc2C1	0	102	20	0	-1	1	-4	103	106	0	-4
O=C(COC(=O)/C=C/c1ccc(S(=O)(=O)N2CCc3ccccc32)cc1)NC1CCS(=O)(=O)C1 (centres undefined)	0	97	33	-2	-4	-1	-6	98	97	0	-4
CC1CCCN(C(=O)Cc2cn(Cc3cccc(Cl)c3)c3ccccc23)C1 (centres undefined)	-2	95	0	-5	-5	-5	-48	99	94	-1	0
O=C(CCOc1ccccc1)Nc1nnc(-c2ccc3c(c2)OCCO3)o1	2	?	-2	2	0	0	-45	97	101	0	3
CNS(=O)(=O)c1cccc(C(=O)OCC(=O)Nc2ccc(Cl)cn2)c1	·	?	-10	·	·	·	-55	99	98	·	·
CC(=O)Nc1cccc(/C(C)=N/NC(=O)c2ccc(O)cc2)c1	-3	?	5	-4	0	-2	-28	100	101	-3	-6
CCOC(=O)Cn1nc(-c2ccccc2)ccc1=O	-10	102	6	-7	-9	-2	-5	100	102	0	-14
CCOC(=O)C1=C(C)NC(C)=C(C(=O)OCC)C1c1ccccn1	-1	112	8	-4	-18	-5	-64	122	110	-1	-6
CN1CCN(/N=C/c2ccc(OCc3ccccc3)cc2)CC1	·	?	0	·	·	·	-40	108	113	·	·
O=C(NCc1ccccc1)C1(c2cccc(F)c2)CCCC1	-3	?	-3	0	-2	-5	-7	103	102	0	0
FC(F)(F)Sc1ccc(NC(=S)NCc2ccccc2)cc1	·	?	6	·	·	·	-138	102	105	·	·
CC1CCCC(NC(=O)COC(=O)COc2ccccc2Cl)C1C (centres undefined)	-4	97	4	-3	0	-2	-8	101	99	0	-4
CCOC(=O)C1(CCOc2ccccc2)CCN(Cc2cccc3c2OCO3)CC1	-1	99	-7	-1	-2	0	-35	101	102	1	-3
COc1ccc2c(c1)C1=NN(/C(C)=C/C(C)=O)C(c3cccc(F)c3)C1CC2 (centres undefined)	0	107	6	-5	-5	-1	-60	101	107	-2	0
Cc1ccc(S(=O)(=O)N(C(=O)c2ccncc2)c2ccc(OC(=O)c3ccncc3)cc2)c(C)c1	-4	106	12	-3	-7	-4	-18	103	100	-2	-7
CC1CC(C)CN(C(=O)c2cccc(S(=O)(=O)Nc3cc(C(F)(F)F)ccc3Cl)c2)C1 (centres undefined)	-3	100	20	0	-4	0	6	102	104	0	-2
CC(CN1CCN(C)CC1)OC(=O)c1cccc(Cl)c1 (centres undefined)	·	?	32	·	·	·	-13	89	86	·	·
CC(=O)c1c(O)cc(C(C)C)n(-c2ccccc2)c1=O	-3	99	13	-5	-6	-7	-5	100	100	-6	-1
CCOc1cc(NC(=S)NCCOC)c(OCC)cc1NC(=O)c1cccs1	-2	98	5	-1	0	0	-29	103	100	0	-1
Cc1cccc(/N=C/c2c(O)[nH]c3ccccc23)n1	-7	100	-8	-8	-8	-2	-40	100	96	-5	-22
CCOC(=O)C1=C(C)OC(N)=C(C#N)C1c1cc2cc(C)ccc2nc1N1CCCCC1 (centres undefined)	-2	96	-129	-2	-1	-3	-38	105	99	2	8
